GPR151 ag: activators of human GPR151 | activation, % at 11.2 µM | PathHunter beta-arrestin GPR151 cells, luminescence | actives 1% (n = 650,000); in the data active means activation above about 4.9%;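 further: 0% = median of compound wells and 100% = cells with positive control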
Target sequence (Q8TDV0 whole entry, looked up): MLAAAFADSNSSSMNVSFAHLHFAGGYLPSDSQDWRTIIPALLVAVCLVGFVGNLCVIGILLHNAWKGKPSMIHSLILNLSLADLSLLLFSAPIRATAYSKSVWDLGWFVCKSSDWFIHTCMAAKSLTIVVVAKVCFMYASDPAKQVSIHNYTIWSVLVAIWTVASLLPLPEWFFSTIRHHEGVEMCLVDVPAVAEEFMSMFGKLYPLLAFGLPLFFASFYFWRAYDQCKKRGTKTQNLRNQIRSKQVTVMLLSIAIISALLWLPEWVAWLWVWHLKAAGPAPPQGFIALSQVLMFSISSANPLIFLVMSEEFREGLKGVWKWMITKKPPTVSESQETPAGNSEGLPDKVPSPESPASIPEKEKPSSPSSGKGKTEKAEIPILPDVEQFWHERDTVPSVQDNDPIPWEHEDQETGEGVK
TEAD-YAP inh: TEAD-YAP interaction inhibition; HEK-TIYL cells, TEAD-Gal4/YAP UAS-luciferase luminescence; inhibition, % at 9.12 µM; actives 1.4% (n = 640,000); in the data active means inhibition above about 32%;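 further: 0% = median of test compound wells and 100% = reference inhibitor wells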
FBW7 act: activators of human E3 ligase FBW7 | Q969H0 | AlphaScreen FBW7–phospho-cyclin E peptide binding, activator screen | normalized activity (activation), % at 26.1 µM | actives 0.13% (n = 650,000); in the data active means normalized activity above about 1.9%;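 further: purified mutant Fbw7 with reduced substrate affinity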
Target sequence (Q969H0 whole entry, looked up): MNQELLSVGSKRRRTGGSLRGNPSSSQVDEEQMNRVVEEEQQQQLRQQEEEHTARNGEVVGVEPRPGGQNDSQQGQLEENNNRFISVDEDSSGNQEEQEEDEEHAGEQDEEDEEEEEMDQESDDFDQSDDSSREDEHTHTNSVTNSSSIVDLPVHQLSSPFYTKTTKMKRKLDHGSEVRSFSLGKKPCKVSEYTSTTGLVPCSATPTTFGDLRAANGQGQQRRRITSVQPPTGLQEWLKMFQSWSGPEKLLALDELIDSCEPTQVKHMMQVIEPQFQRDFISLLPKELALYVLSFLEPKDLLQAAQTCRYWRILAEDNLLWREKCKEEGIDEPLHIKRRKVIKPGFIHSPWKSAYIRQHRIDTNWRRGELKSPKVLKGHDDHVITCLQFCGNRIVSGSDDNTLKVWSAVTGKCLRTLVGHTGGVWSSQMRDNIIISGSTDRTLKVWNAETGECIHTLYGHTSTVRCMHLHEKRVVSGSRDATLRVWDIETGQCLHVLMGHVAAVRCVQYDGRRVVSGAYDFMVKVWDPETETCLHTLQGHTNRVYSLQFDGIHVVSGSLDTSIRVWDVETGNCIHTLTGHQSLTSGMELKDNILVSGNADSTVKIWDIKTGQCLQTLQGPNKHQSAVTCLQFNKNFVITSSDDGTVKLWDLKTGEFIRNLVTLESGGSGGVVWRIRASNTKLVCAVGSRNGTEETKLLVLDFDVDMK
MITF inh: inhibitors of human MITF | O75030 | AlphaScreen MITF homodimerization, bead proximity signal | inhibition, % at 2.6 µM | actives 0.91% (n = 650,000); in the data active means inhibition above about 50%;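 further: 0% = vehicle wells with protein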
* marks the source's active call; other numbers are inactive results.

SMILES | GPR151 ag | TEAD-YAP inh | FBW7 act | MITF inh
C=Cc1ccc(Cn2c(C)c(CNC3CCC(C)CC3)c(C(=O)O)c2C)cc1 (stereo not drawn) | 0.5 | 4.2 | -0.2 | 10.5
Cc1cc(C)cc(OCC(=O)c2ccc(O)cc2O)c1 | -1.1 | -12.6 | 0.0 | 3.2
CC1(Cc2ccccc2F)C(=O)Nc2ccc(F)cc21 (stereo not drawn) | 0.9 | 0.7 | -0.1 | 8.3
CCN(CC)c1ccc(C(=O)NNC(=O)[C@@H](NC(=O)c2ccccc2)C(C)C)cc1 | 1.3 | 5.8 | -0.2 | -5.0
O=C(c1ccco1)N1CCN(c2nccn3c(-c4cccc(Cl)c4)cnc23)CC1 | 6.9* | -0.6 | 0.1 | 18.0
O=C(CSc1nc2ccsc2c(=O)n1-c1ccc(Cl)cc1)Nc1ccccc1C(F)(F)F | -1.4 | 4.5 | 0.1 | 12.9
COC(=O)C1=C(C)N(Cc2ccccc2)C(=O)/C1=C\c1ccc([N+](=O)[O-])cc1 | -1.7 | -4.0 | 0.6 | 9.2
O=C(CN1C2=NCCCN2c2ccccc21)c1ccc(Cl)cc1Cl | 0.2 | 4.8 | -0.2 | -2.9
COc1ccccc1OC(=O)Nc1ccc(Cl)cc1 | 1.7 | -1.3 | 0.1 | 46.4
CCOC(=O)C1CCCN(C(=O)CCSc2ccccc2)C1 (stereo not drawn) | -1.6 | -32.7 | -0.1 | -5.5
O=C(Cc1ccccc1)N/N=C/c1ccc(O)c(I)c1 | -0.9 | -15.3 | 0.2 | 0.2
N#Cc1c(NC(=O)c2ccc([N+](=O)[O-])cc2)sc2c1CCN(Cc1ccccc1)C2 | 4.5 | 15.3 | 0.1 | 11.4
COc1cccc(CNc2ccc(OC(F)(F)F)cc2)c1O | 0.5 | 11.2 | -0.1 | 0.1
O=C(N[C@H]1C[C@H]2C(=O)N[C@@H](COCc3ccccc3)C(=O)N2C1)c1ccccc1 | 0.2 | -4.4 | 0.1 | -8.8
COc1ccc(NCC(O)Cn2c3ccccc3n3c(=O)cc(C)c(C#N)c23)cc1 (stereo not drawn) | 0.1 | 4.1 | 0.0 | -2.5
COc1ccccc1C1=NOC(C(=O)Nc2ccc(C(C)=O)cc2)C1 (stereo not drawn) | -0.2 | -15.5 | 0.0 | 4.2
COc1ccc(C(=O)O)cc1N1C(=O)Nc2ccccc2N1O | 3.2 | -3.7 | 0.0 | -2.4
CCOC(=O)C1=C(C)N=c2s/c(=C/c3ccc(OC)cc3)c(=O)n2C1c1ccccc1F (stereo not drawn) | 0.5 | -0.6 | 0.0 | 5.2
Fc1ccc(C2c3cccn3CCN2C(=S)NC2CCCCC2)cc1 (stereo not drawn) | -1.1 | 5.5 | -0.1 | 10.2
CCOC(=O)N1CCC(N2CCN(S(=O)(=O)c3ccc4ccccc4c3)CC2)CC1 | 1.0 | 6.6 | -0.1 | 35.7
CCOc1ccc(-n2cc(-c3ccccc3)c3c(NCC(C)C)ncnc32)cc1 | -0.3 | -7.8 | -0.3 | 1.8
CC1=C(C(=O)N2CCCCC2)C(c2ccccc2F)C2=C(CCCC2=O)N1 (stereo not drawn) | 1.1 | 12.3 | 0.0 | 1.1
CCOc1ccc(CC(=O)Nc2ccc(N3CCCC3=O)cc2)cc1 | 0.2 | 13.5 | 0.1 | 6.7
COc1ccc(CC(=O)Nc2ccc(S(=O)(=O)Nc3cc(C)on3)cc2)cc1 | -0.7 | 5.9 | 0.1 | -2.1
CC1(C)C(c2ccc(Cl)cc2)=[N+]([O-])C2(CCCC/C2=N\O)N1O (stereo not drawn) | -1.4 | 3.3 | 0.6 | 6.7
Cc1ccc(Br)cc1S(=O)(=O)N1CCN(C)CC1 | 1.4 | 12.9 | 0.1 | -10.2
Cc1cccc(CC2SC(=Nc3ccc(Cl)cc3)NC2=O)c1 (stereo not drawn) | -0.1 | 9.0 | 0.9 | -3.1
Cc1cccc(NC(c2ccncc2)c2ccc3cccnc3c2O)n1 (stereo not drawn) | -1.4 | 68.2* | 0.0 | 113.4*
COc1ccc(C2(C)C(=O)c3ccccc3C2=O)cc1 | -1.3 | 11.0 | 0.8 | 9.9
Cc1ccc(NC(=O)CCCCCC2NC(=O)NC2C)cc1 (stereo not drawn) | 0.8 | -10.7 | -1.2 | 98.5*
O=C(Nc1c2c(nn1-c1ccc([N+](=O)[O-])cc1)CSC2)c1ccc(S(=O)(=O)N2CCOCC2)cc1 | 0.7 | 8.2 | -0.1 | -9.7
COCCNc1oc2c(c1-c1ccc(C(=O)OC)cc1)c(=O)oc1ccc(C)cc12 | 0.1 | 4.5 | 0.0 | 7.2
Cc1cccc(N(C(=O)Nc2ccccc2)C2=NCCC2)c1C | -0.1 | -18.6 | 0.3 | 19.5
c1ccc2cc(-c3cnn4c(NC5CCCNC5)ccnc34)ccc2c1 (stereo not drawn) | -0.3 | 65.1* | -0.2 | 0.4
Cc1cccc(-c2nnc(SCC(=O)Nc3nccs3)n2C)c1 | 4.4 | 7.6 | 0.0 | 5.0
Cc1ncc(C[n+]2cccc3ccccc32)c(N)n1 | 0.1 | 8.4 | 0.2 | -0.5
Cc1ccccc1Nc1nc(N)nc(COC(=O)C2CC2)n1 | 0.8 | 6.6 | -0.1 | -2.8
Cc1ccc(C)c(NC(=O)C(CCCCNC(=O)OCc2ccccc2)NC(=O)OCc2ccccc2)c1 (stereo not drawn) | 0.8 | 1.7 | -0.1 | 0.6
C=CCN1N=C(NC(=O)c2ccc(Br)cc2)SC(C)=C1c1ccc(Cl)cc1 | -1.0 | 6.8 | -0.1 | 17.2
CCCNc1ncnc2c1c(-c1ccccc1)cn2-c1ccc(F)cc1 | 0.1 | -21.0 | 0.5 | 6.7
CCCCn1c(SCC(=O)c2ccccc2)nc2ccsc2c1=O | -2.3 | 2.1 | 0.5 | 1.1
Cc1cc(N2CC(C(=O)O)CC2=O)ccc1Br (stereo not drawn) | -0.1 | 0.2 | 0.0 | 2.8
COCc1ccc(CN2CCc3nnc(CCc4ccccc4)n3CC2)o1 | -1.2 | -9.7 | 0.2 | 2.8
COCc1ccc(-c2nccnc2NS(=O)(=O)c2ccccc2)cc1 | 0.4 | 10.5 | 0.7 | 18.9
O=C(Nc1nc(-c2ccc3c(c2)Cc2ccccc2-3)cs1)c1ccc(Br)cc1 | -0.3 | 4.9 | -0.1 | 3.0
Cc1cccc(CSC2=NS(=O)(=O)c3ccccc3N2)c1 | 0.8 | -12.8 | 0.0 | 5.0
COc1ccc2ccccc2c1CN1CCC(C2(C)NC(=O)NC2=O)CC1 (stereo not drawn) | 1.2 | 0.2 | -0.1 | -6.3
CC(c1cccs1)N(C)C(=O)c1ccc(OC2CCN(Cc3ccccn3)CC2)cc1 (stereo not drawn) | 0.5 | 2.6 | 0.1 | 5.0
O=C(c1cccc(F)c1F)N1CCN2C(=O)[C@@H]3CCCN3C(=O)[C@H]2C1 | -0.4 | -11.3 | -0.1 | 14.9
O=C(NCCNc1ccc(Cl)cc1[N+](=O)[O-])c1cccc2ccccc12 | -0.3 | -13.1 | 0.0 | 17.3
CCNC(=O)/C(C#N)=C/c1c(Oc2ccccc2C)nc2ccccn2c1=O | -5.6 | 33.7* | -0.1 | 5.3
O=C(O)/C=C/C(=O)Nc1ccc2c(c1)C(=O)c1ccccc1C2=O | -2.1 | -51.5 | 0.5 | 7.3
COC(=O)c1ccccc1-n1cc2c(c1-c1ccccc1)c(=O)n(C)c(=O)n2C | 0.4 | -0.1 | -0.3 | 3.9
Cc1nc(SCC(=O)c2c(C)[nH]c3ccccc23)n[nH]1 | 0.9 | -4.6 | -0.2 | 7.7
CCOc1cc(/C=c2\sc3nc4c(C)c(C)ccc4n3c2=O)ccc1O | -0.7 | -8.7 | -0.1 | 11.3
O=C(Nc1ccc(OC(F)(F)F)cc1)c1ccc2c(=O)n(C3CCCCC3)c(=S)[nH]c2c1 | 0.1 | -4.9 | 0.0 | 15.3
CC(C)(C)OC(=O)N1CCN(c2cc(F)cc(-c3ccnc(Nc4ccc(-n5cnc(C(F)(F)F)n5)cc4)n3)c2)CC1 | -0.8 | -2.6 | 1.0 | 10.7
CC(C)(C)NC(=O)NC(=O)CN1CCN(c2ccccc2)CC1 | 0.8 | -3.0 | -0.1 | -11.2
C=CCN1C(=O)/C(=C\c2cc(Br)ccc2O)SC1=Nc1ccccc1 | 1.1 | 0.9 | 0.0 | 7.3
CCCn1c(SC(C(=O)NC(N)=O)C(C)C)nc2ccccc2c1=O (stereo not drawn) | -0.7 | 2.6 | 0.1 | 55.5*

Some of the entries so far, as tab-separated lines.
SMILES	GPR151 ag	TEAD-YAP inh	FBW7 act	MITF inh
O=C(c1cccc(F)c1F)N1CCN2C(=O)[C@@H]3CCCN3C(=O)[C@H]2C1	-0.4	-11.3	-0.1	14.9
O=C(NCCNc1ccc(Cl)cc1[N+](=O)[O-])c1cccc2ccccc12	-0.3	-13.1	0.0	17.3
CCNC(=O)/C(C#N)=C/c1c(Oc2ccccc2C)nc2ccccn2c1=O	-5.6	33.7*	-0.1	5.3
O=C(O)/C=C/C(=O)Nc1ccc2c(c1)C(=O)c1ccccc1C2=O	-2.1	-51.5	0.5	7.3
COC(=O)c1ccccc1-n1cc2c(c1-c1ccccc1)c(=O)n(C)c(=O)n2C	0.4	-0.1	-0.3	3.9
Cc1nc(SCC(=O)c2c(C)[nH]c3ccccc23)n[nH]1	0.9	-4.6	-0.2	7.7

New compounds follow
SMILES | GPR151 ag | TEAD-YAP inh | FBW7 act | MITF inh
COCCCNC(=O)COc1ccc(C)cc1Br | -0.5 | -58.9 | -0.1 | -2.6
CCC(Sc1nc2ccsc2c(=O)n1Cc1ccc2c(c1)OCO2)C(=O)NCCCOC (stereo not drawn) | -0.3 | 21.4 | 0.2 | 0.4
O=C(Nc1cccc2ccccc12)C1COc2ccccc2O1 (stereo not drawn) | 1.0 | -10.4 | 0.1 | -5.4
O=C(COc1ccc(Br)cc1)N/N=C/c1c(O)ccc2ccccc12 | 1.9 | 9.9 | -0.2 | 5.1
CC(C)(C)C(=O)COC(=O)CCC(=O)c1cccs1 | 6.1* | -10.1 | 0.1 | 5.6
CN(C)CCNC(=O)c1cccc(-n2cc(NC(=O)Nc3ccccc3Cl)cn2)c1 | 0.1 | -3.2 | 0.1 | 7.4
O=C(COC(=O)CN1C(=O)C2CCCCC2C1=O)NC1CCS(=O)(=O)C1 (stereo not drawn) | -0.8 | 5.4 | 0.0 | 1.2
CCOC(=O)c1ccc(NC(=S)NN2CCOCC2)cc1 | 0.9 | -11.4 | 0.0 | 7.0
O=C(Cc1ccccc1[N+](=O)[O-])N1CCN(c2ccccn2)CC1 | 1.0 | 5.0 | 0.3 | 9.7
Cc1ccc2sc(NNC(=O)c3ccc(F)cc3)nc2c1C | -1.0 | -19.6 | -0.4 | 3.1
COc1cccc(NC(=O)CC2Nc3ccccc3NC2=O)c1 (stereo not drawn) | -0.6 | 3.0 | 0.2 | 3.0
CC1=C(C(=O)OCC2CCCO2)C(c2cccc(Oc3ccccc3)c2)C2=C(CCCC2=O)N1 (stereo not drawn) | -1.6 | 3.7 | 0.1 | -0.5
Cc1ccc(N(CC(=O)NCc2ccco2)C(=O)CCC(=O)Nc2nccs2)cc1 | 0.7 | -6.3 | 0.1 | 6.6
Cc1ccc(C(=O)Nc2cccc(OC(=O)c3cc(S(=O)(=O)N4CCOCC4)ccc3Cl)c2)cc1 | -5.7 | 82.7* | -0.1 | 1.3
O=C(COc1cccc2c1CCN(Cc1ccc(F)cc1)C2=O)Nc1ccc(F)cc1 | -0.8 | -3.2 | -0.1 | -10.4
Cc1ccc(S(=O)(=O)NNC(=O)C23CC4CCC(CC(C4)C2)C3)cc1 | -0.8 | -1.7 | -0.2 | 2.7
CCCOC(=O)C(CC)Oc1ccc2c(=O)c(Oc3cccc(C)c3)coc2c1 (stereo not drawn) | -0.3 | 8.1 | -0.1 | 3.8
CCCCNCCOCCOc1ccc(F)cc1 | -0.9 | 8.6 | -0.1 | 31.9
O=C(Nc1ccccc1Cl)c1cc(S(=O)(=O)N2CCCCCC2)ccc1F | 1.7 | -3.0 | 0.5 | 11.2
CC1CCN(Cc2c(O)ccc3c2oc(=O)c2ccccc23)CC1 | -0.4 | -11.5 | 0.0 | -6.2
CC(=O)Nc1nc(SCc2ccc([N+](=O)[O-])cc2)n(C(C)=O)n1 | 0.8 | -12.6 | 0.1 | -15.4
CCOC(=O)c1c(NC(=O)CSc2nnc(CNC(=O)Cc3ccc(OC)cc3)n2C)sc2c1CCCC2 | -0.9 | 2.6 | 0.0 | 3.9
CCc1ccccc1NC(=O)CSc1nc2cc(C(=O)NCC3CCCO3)ccc2c(=O)n1CC1CCCO1 (stereo not drawn) | -0.4 | 15.9 | -0.1 | -9.9
O=C(C1CCN(S(=O)(=O)c2cccc(F)c2)CC1)N1CCC(O)CC1 | -1.2 | -24.8 | 0.3 | -1.4
CCCCSc1nc2c(c(=O)[nH]1)C(c1ccncc1)C1=C(CCCC1=O)N2 (stereo not drawn) | 2.5 | 0.3 | 0.3 | 2.2
CCOC(=O)COc1ccc2c(=O)c(Oc3cc(C)c(Cl)c(C)c3)coc2c1 | -0.1 | 1.2 | 0.3 | 4.4
O=C(Nc1cccc([N+](=O)[O-])c1)C1C2C3CCC(C3)C12 (stereo not drawn) | 0.0 | -54.5 | -0.2 | 2.1

Look-ups from the list:
Under FBW7 act, `Cc1cccc(-c2nnc(SCC(=O)Nc3nccs3)n2C)c1` has 0.0
Under TEAD-YAP inh, `Cc1cc(C)cc(OCC(=O)c2ccc(O)cc2O)c1` has -12.6
Under FBW7 act, `CCOC(=O)C1CCCN(C(=O)CCSc2ccccc2)C1` (stereo not drawn) has -0.1
Under MITF inh, `COC(=O)C1=C(C)N(Cc2ccccc2)C(=O)/C1=C\c1ccc([N+](=O)[O-])cc1` has 9.2
Under MITF inh, `O=C(COc1cccc2c1CCN(Cc1ccc(F)cc1)C2=O)Nc1ccc(F)cc1` has -10.4
